M1 antag: human M1 muscarinic receptor antagonists, primary screen, CHO-K1 cells, Fluo-8 calcium fluorescence, 1536-well. Muscarinic acetylcholine receptor M1 (Homo sapiens), P11229. CHO-K1 hM1, ACh EC80 antagonist. inhibition, % at 3 µM. 360,000 compounds, 1.3% hits;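 active = percent inhibition above its own plate's cutoff, namely the mean of that plate's compound wells plus 3 SD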;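 also: peak over basal fluorescence ratio during 140 s after agonist addition; 0% = ACh EC80 plus DMSO and 100% = DMSO alone without agonist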
V1aR counter: agonists of human V1a receptor, primary screen, counter-screen for OXTR agonist project, fluorescence, CHO-V1R cells. Fluo-8 calcium fluorescence, agonist mode; 0% DMSO, 100% 3 nM vasopressin. 320,000 compounds, 0.25% hits. activation, % at 3 µM;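 active = activation above the mean activation of all tested compounds plus 3 SD, per screening run, cut at about 20% in these data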;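 also: signal is peak over basal fluorescence ratio across a 100 second FLIPR read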
CHO parental Ca: ATP-evoked calcium signal inhibitors, parental CHO, primary screen, counter-screen for OX1R antagonist project, cell-based, fluorescence, Fluo-8 calcium dye; 330,000 compounds, 0.63% hits; parental CHO-K1, ATP-induced calcium, Fluo-8 fluorescence; inhibition, % at 5.6 µM;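 active = inhibition above that plate's mean sample inhibition plus 3 SD, cut at about 26% in these data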;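 also: 0% = ATP-challenged DMSO wells and 100% = DMSO wells without ATP; some compounds past the cut are filed as inactive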
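Measured by: calcium-sensitive Fluo-8 fluorescence / Test system: CHO parental line / Controls: ATP-challenged DMSO wells low, unchallenged DMSO wells high / Measure: % inhibition / Compound: single nominal dose of 5.6 µM per compound / Replicates: single well per compound, no replicates / Reagent: ATP as calcium-mobilizing challenge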
TAAR1 antag: human TAAR1 antagonists, primary screen, Fluo-8 calcium fluorescence, CHO RD-HGA16 cells; AID 624466, 2012; Trace amine-associated receptor 1 (Homo sapiens), Q96RJ0; 360,000 compounds, 1.5% hits; antagonist; inhibition, % at 3 µM;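 active = inhibition above a per-plate cutoff, the mean inhibition of test compounds on that plate plus 3 SD, cut at about 49% in these data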;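 also: 0% = DMSO plus EC80 beta-PEA response and 100% = DMSO alone without agonist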
Target sequence (Q96RJ0 whole entry, looked up): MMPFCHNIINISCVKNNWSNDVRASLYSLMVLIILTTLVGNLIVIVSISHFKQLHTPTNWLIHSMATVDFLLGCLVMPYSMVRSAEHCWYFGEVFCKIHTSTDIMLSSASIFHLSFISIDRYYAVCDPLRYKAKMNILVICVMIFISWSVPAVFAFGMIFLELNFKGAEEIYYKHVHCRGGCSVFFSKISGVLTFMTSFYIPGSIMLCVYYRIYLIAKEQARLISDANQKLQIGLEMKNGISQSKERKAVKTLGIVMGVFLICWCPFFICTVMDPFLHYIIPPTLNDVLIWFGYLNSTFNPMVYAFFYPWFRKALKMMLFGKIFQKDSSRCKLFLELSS
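Test system: hTAAR1-expressing CHO RD-HGA16 cells, Gα16-coupled; Probe or stimulus: EC80 β-phenethylamine stimulus; Compound dosing: single nominal final test compound concentration of 3 µM; Timing: 140 s kinetic read after compound, 140 s after agonist; Signal: Fluo-8 calcium-sensitive fluorescence; Measure: % inhibition of agonist calcium response; Controls: DMSO and EC80 PEA controls.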
CHRM1 PAM: human M1 muscarinic receptor positive allosteric modulators, primary screen, CHO-K1 cells, Fluo-8 calcium fluorescence, 1536-well; CHO-K1 hM1, ACh EC20; 0% = ACh EC20, 100% = maximal ACh; activation, % at 3 µM; 360,000 compounds, 0.088% hits; AID 588819, 2011; in the data active = activation above about 19%, passing the limit was not always enough
OXTR ag: human OXTR agonists, primary screen, fluorescence, CHO-OTR cells, Fluo-8 calcium; AID 2435, 2010; Fluo-8 calcium fluorescence; normalized: DMSO 0%, oxytocin 100%; activation, % at 3 µM; Oxytocin receptor (Homo sapiens), P30559; 320,000 compounds, 0.32% hits;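 active = activation above the mean of all tested compounds plus 3 SD, cutoff set per screening run, cut at about 20% in these data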;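 also: peak over basal fluorescence ratio from a 100 s FLIPR kinetic read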
Target sequence (P30559 whole entry, looked up): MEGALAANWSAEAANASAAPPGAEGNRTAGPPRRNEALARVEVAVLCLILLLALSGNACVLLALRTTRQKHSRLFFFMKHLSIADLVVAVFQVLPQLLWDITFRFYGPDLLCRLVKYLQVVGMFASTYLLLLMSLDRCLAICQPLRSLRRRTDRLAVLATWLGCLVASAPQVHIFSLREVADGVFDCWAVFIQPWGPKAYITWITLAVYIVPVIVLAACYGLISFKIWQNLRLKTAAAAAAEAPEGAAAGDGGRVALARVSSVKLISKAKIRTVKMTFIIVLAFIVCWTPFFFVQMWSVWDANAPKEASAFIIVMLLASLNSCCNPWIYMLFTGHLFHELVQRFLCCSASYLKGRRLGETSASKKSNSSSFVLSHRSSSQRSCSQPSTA
CHRM1 agonist: human M1 muscarinic receptor agonists, primary screen, Fluo-8 calcium fluorescence, CHO-K1 cells, HTS; activation, % at 3 µM; CHO-K1 hM1, agonist mode; 0% DMSO, 100% acetylcholine EC100; Muscarinic acetylcholine receptor M1 (Homo sapiens), P11229; 360,000 compounds, 0.33% hits; AID 588814, 2011;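 active = activation above the run's mean compound activation plus 3 SD, cut at about 16% in these data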;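 also: peak over basal fluorescence ratio within a 140 s kinetic read after compound addition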
OXTR potentiator: human OXTR potentiators, primary screen, fluorescence, CHO-OTR cells, Fluo-8 calcium | Oxytocin receptor (Homo sapiens), P30559 | Fluo-8 calcium fluorescence, potentiator mode; 0% = oxytocin EC15, 100% = EC100 | activation, % at 3 µM | 320,000 compounds, 0.061% hits | AID 2445, 2010;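 active = activation above that plate's cutoff, the mean activation of tested compounds plus 3 SD, cut at about 6.6% in these data, passing the limit was not always enough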;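 also: 100% uses oxytocin at 75 nM as the full agonist control; some results filed as inactive read as strong as hits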
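System: human OTR in CHO cells / Also added: sub-maximal oxytocin, roughly EC15 / Control set: EC15 oxytocin low, 75 nM oxytocin high / Schedule: 6 min compound pre-incubation at room temperature, 100 s kinetic read / Compound: single-point 3.0 µM / Replication: singlicate / Technique: Fluo-8 calcium dye fluorescence / Read-out basis: % activation of max/min ratio relative to oxytocin controls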
TAAR1 agonist: human TAAR1 agonists, primary screen, Fluo-8 calcium fluorescence, CHO RD-HGA16 cells | Trace amine-associated receptor 1 (Homo sapiens), Q96RJ0 | vehicle wells 0%, saturating PEA agonist 100% | activation, % at 3 µM | 360,000 compounds, 0.99% hits;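 active = activation above the mean activation of all test compounds in the run plus 3 SD, cut at about 38% in these data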
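System: CHO RD-HGA16 cells carrying human TAAR1 plus Gα16; Incubation: 17-24 h seeding, 75 min 37 °C dye, 30 min RT; Measured by: Fluo-8 fluorescence, 5 s baseline then 140 s kinetic read; Control set: DMSO and PEA EC100; Replication: single well for each compound.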
* = called active by the depositor; nt = no result given.

no.	structure	CHO parental Ca	CHRM1 PAM	M1 antag	OXTR ag	CHRM1 agonist	TAAR1 antag	V1aR counter	OXTR potentiator	TAAR1 agonist
1	Cc1ccccc1NS(=O)(=O)c1ccc(OCC(=O)NCc2ccco2)cc1	-12	7	-9	2.1	-2	6	2.0	-5	7
2	Cc1ccc(Cl)c(OCC(=O)Nc2cccnc2)c1	-7	-2	5	6.5	1	-22	6.3	-7	2
3	O=C(CCCN1C(=O)/C(=C/c2cccs2)SC1=S)Nc1ccc(O)cc1	18	0	4	4.3	-1	15	3.2	-14	4
4	CCN(CC)C(=O)CSc1nnc([C@@H](N)C(C)C)o1	-9	8	-9	-0.6	-5	-32	-0.5	-6	3
5	CSc1ccccc1OCc1cc(C(=O)NCc2ccc(C)s2)no1	-13	2	-2	1.1	-4	6	0.6	-12	0
6	CCn1c(=O)c2c(nc(SCC(=O)NC3CCCC3)n2C)n(C)c1=O	0	-2	2	0.2	-5	1	-0.6	0	-2
7	Cc1ccc(C)c(NCC(=O)NNC(=S)Nc2ccccc2)c1	-14	5	5	0.2	-4	-5	2.0	-6	4
8	CSc1ccccc1NC(=O)CN(C)CC(=O)Nc1ccccc1F	-7	13	-6	0.0	-6	-17	-0.2	2	0
9	CCCCN1C(=S)NC[C@@H]1Cc1cccc2ccccc12	-18	-9	12	-1.0	-2	-2	-0.7	-13	12
10	CNC(=S)N(CCc1c(C)[nH]c2ccc(F)cc12)Cc1cccnc1	-5	10	-8	0.6	-5	6	2.5	-6	8
11	Cc1ccc(-c2nnn(CC(=O)O)n2)cc1	6	10	-25	0.4	-1	13	0.8	-1	12
12	O=C(Nc1nnc(-c2cccs2)s1)C1CC1	-8	4	2	0.9	-7	5	0.0	6	0
13	Cn1c(=O)c2c(nc(CN3CCCCC3)n2CCCc2ccccc2)n(C)c1=O	-36	3	-1	-2.5	-3	0	-0.4	0	22
14	COc1ccc(S(=O)(=O)NC(=O)C2(C)CCN2C(=O)CCc2ccc(Cl)cc2Cl)cc1 (stereo not given)	nt	17	-16	nt	1	-5	nt	nt	2
15	O=C(NCCCN1CCN(c2ccccc2)CC1)C1CCCN(c2ncnc3c2nc2n3CCCCC2)C1 (stereo not given)	-27	-12	0	0.1	-3	-29	-0.3	-10	2

Reprinted at random: 2 entries already listed, in no set order.
no.	structure	CHO parental Ca	CHRM1 PAM	M1 antag	OXTR ag	CHRM1 agonist	TAAR1 antag	V1aR counter	OXTR potentiator	TAAR1 agonist
13	Cn1c(=O)c2c(nc(CN3CCCCC3)n2CCCc2ccccc2)n(C)c1=O	-36	3	-1	-2.5	-3	0	-0.4	0	22
10	CNC(=S)N(CCc1c(C)[nH]c2ccc(F)cc12)Cc1cccnc1	-5	10	-8	0.6	-5	6	2.5	-6	8

Remaining list, next part
no.	structure	CHO parental Ca	CHRM1 PAM	M1 antag	OXTR ag	CHRM1 agonist	TAAR1 antag	V1aR counter	OXTR potentiator	TAAR1 agonist
16	O=c1c2cc(Cl)ccc2[nH]c(=S)n1Cc1ccco1	-9	1	-9	1.1	-7	3	2.9	-5	7
17	Cc1cc(Cl)c2ccc(Cl)cc2n1	-6	0	-5	0.2	-2	-2	0.3	-1	3
18	O=C(OCCCOc1ccc(F)cc1)c1ccc(O)cc1O	1	1	3	-0.4	-1	6	1.5	-13	7
19	CCN(CC)S(=O)(=O)c1ccc(C(=O)NCCc2ccccn2)cc1	-10	2	1	0.4	-5	-31	-0.2	-12	3
20	CCN(CC)CCCn1c(SCC(=O)Nc2cccc(F)c2)nnc1-c1ccoc1C	-8	3	-4	0.2	-10	-24	-0.3	-7	-2
21	O=C(/C=C/C(=O)NCc1cccs1)NCc1cccs1	-16	8	-14	0.4	-3	-11	17	-4	2
22	Cc1nonc1OCC(C)(COc1nonc1C)NC(=O)c1ccccc1	-4	0	-3	-1.2	-6	4	-0.4	-4	8
23	CC1(C)CC(=O)C=C(c2ccc(-c3cnc4ccccc4c3)cc2)C1=O	nt	-10	1	nt	-3	43	nt	nt	8
24	c1ccc(Cn2c[n+](Cc3ccccc3)c3ccccc32)cc1	-8	-7	3	-0.5	2	-35	-0.2	-7	3
25	Nc1nc2c(ncn2[C@@H]2O[C@H](CNC(=O)[C@H](N)Cc3cncn3COCc3ccccc3)[C@@H](O)[C@H]2O)c(=O)[nH]1	nt	-2	-14	nt	-2	4	nt	nt	0
26	COCCC(=O)N1CCOCC1c1cc(C(=O)NCc2ccccc2)no1 (stereo not given)	nt	4	-10	nt	-3	-13	nt	nt	2
27	CC1CCCCC12NC(=S)N(c1ccccc1)N2 (stereo not given)	-15	1	-9	-1.3	-6	-10	-0.8	-9	2
28	CCOC(=O)[C@@H]1[C@H]2COc3ccc(Br)cc3[C@@H]2N2C(=O)N(c3ccc(Cl)cc3)C(=O)[C@@]12C	-9	0	-1	2.6	-3	8	2.0	4	7
29	Cc1ccc(C)c(N(CC(=O)NC2CCCC2)C(=O)c2cc3cc4cc(C)ccc4nc3s2)c1	1	3	-17	0.2	-1	-5	1.1	-3	0
30	CCOc1ccc2c(C)nc(NC3=NC(C)(C)C=C(C)N3)nc2c1	-32	-11	17	-0.4	-6	-10	1.0	-6	1

A draw from above in order of formula weight, lowest first.
no.	structure	CHO parental Ca	CHRM1 PAM	M1 antag	OXTR ag	CHRM1 agonist	TAAR1 antag	V1aR counter	OXTR potentiator	TAAR1 agonist
17	Cc1cc(Cl)c2ccc(Cl)cc2n1	-6	0	-5	0.2	-2	-2	0.3	-1	3
27	CC1CCCCC12NC(=S)N(c1ccccc1)N2 (stereo not given)	-15	1	-9	-1.3	-6	-10	-0.8	-9	2
16	O=c1c2cc(Cl)ccc2[nH]c(=S)n1Cc1ccco1	-9	1	-9	1.1	-7	3	2.9	-5	7
26	COCCC(=O)N1CCOCC1c1cc(C(=O)NCc2ccccc2)no1 (stereo not given)	nt	4	-10	nt	-3	-13	nt	nt	2

Additional structures.
no.	structure	CHO parental Ca	CHRM1 PAM	M1 antag	OXTR ag	CHRM1 agonist	TAAR1 antag	V1aR counter	OXTR potentiator	TAAR1 agonist
31	Cc1ccccc1-c1ccc(Nc2ccc(N3CCOCC3)cc2)nn1	-9	1	-4	-0.8	-5	nt	-0.6	-1	nt
32	Cc1ccc(C2CC(=O)Nc3sc(C(N)=O)c(N)c32)cc1 (stereo not given)	-7	2	-2	-0.5	-3	-4	-0.4	-4	9
33	CCS(=O)(=O)N1CCCC(c2nc(-c3cccc(OC)c3)no2)C1 (stereo not given)	-17	5	-5	1.4	-4	20	0.6	-2	4
34	Cc1ccc(S(=O)(=O)N2CCC3(CC2)OCCO3)cc1	-10	0	0	-0.2	-4	-2	1.0	-11	0
35	COc1ccc(-c2nc(SCC(=O)Nc3cc(C)on3)n[nH]2)cc1	-17	11	-12	-1.6	-5	nt	0.3	-4	nt
36	COc1ccccc1C1CC(=O)Oc2cc(C)cc(C)c21 (stereo not given)	1	10	-19	nt	-7	-1	nt	nt	-2
37	CCCNc1nc2c(c(=O)[nH]c(=O)n2C)n1Cc1cccc(Br)c1	-14	5	-6	-0.2	-4	0	0.2	3	18
38	Cc1ccc(NC2=C/C(=N/S(=O)(=O)c3cccs3)c3ccccc3C2=O)cc1	-15	-7	9	-2.2	-4	31	-1.2	-10	3
39	Cc1cccc(C(=O)Oc2ccccc2C2C[C@]3(C)CC(=O)NC3N2C(=O)c2cccc(C)c2)c1 (stereo not given in full)	-27	4	-29	-2.4	-5	-21	0.6	-10	8
40	Cc1cn([C@H]2C[C@H](O)[C@@H](CNC(=O)[C@H](N)Cc3cscn3)O2)c(=O)[nH]c1=O	nt	3	-14	nt	0	-26	nt	nt	3
41	COc1ccc(CN2CCN(CCc3ccccc3)C(CCO)C2)c(Cl)c1OC (stereo not given)	-33	3	-8	3.0	-7	-4	1.7	-8	2
42	COc1ccccc1S(=O)(=O)Cc1ccc(C(=O)N2CCN(c3ccccn3)CC2)o1	-7	-14	13	0.0	-5	nt	3.0	-2	nt
43	CCn1ccnc1CN1CCCC(CO)(Cc2cccc(OC)c2)C1 (stereo not given)	-19	-11	23	1.1	-4	-12	2.1	-9	1
44	COc1cc(-c2nc(C)c(C(C)=O)n2O)ccc1OCC(=O)Nc1ccc(Cl)cc1	-13	1	-5	0.7	-4	-13	1.2	-3	16
45	CCOC(=O)CSc1nnc(Cn2nnc(-c3ccccc3)n2)n1C	-4	9	-4	1.8	-1	8	1.0	1	23

Next part:
no.	structure	CHO parental Ca	CHRM1 PAM	M1 antag	OXTR ag	CHRM1 agonist	TAAR1 antag	V1aR counter	OXTR potentiator	TAAR1 agonist
46	O=C(OC1CCOC1=O)c1cncc(Br)c1 (stereo not given)	6	0	10	-0.2	-5	-15	1.6	-7	4
47	CC12CCC(C(=O)N3CCN(c4ccccc4)CC3)(CC1=O)C2(C)C (stereo not given)	-12	nt	nt	-2.3	nt	7	-1.0	-4	7
48	COc1cc(NC(=O)C23CC4CC(C2)CC(n2cnc([N+](=O)[O-])n2)(C4)C3)cc(OC)c1	-13	1	-3	-0.5	-10	-9	0.7	-7	1
49	Cc1c(-c2ccccc2)sc(Br)c1C(=O)N1CCOCC1	-8	4	-2	-0.6	-6	13	-0.3	-16	13
50	CCN(Cc1cc(=O)n2cc(Cl)c(C)c(Cl)c2n1)Cc1nc2ccccc2c(=O)[nH]1	-13	-23	8	-1.6	-14	6	-1.1	-4	0
51	Cc1ccc2nc(-c3ccc(Cl)cc3)c(CC3CCCCC3)n2c1	nt	-6	-6	nt	0	-9	nt	nt	-2
52	O=C(NCCc1ccccc1)c1ccc(OCCOc2ccccc2)cc1	-10	10	-10	-1.1	-4	nt	-0.8	-7	nt

Compound activity deposited in PubChem by The Scripps Research Institute Molecular Screening Center.
